HP1b chromo inh: HTS for Inhibitors of HP1-beta Chromodomain Interactions with Methylated Histone Tails | AID 540317, 2011 | AlphaScreen HP1-beta / biotin-H3K9me3 peptide binding | Potency, µM (series often up to 114 µM), without a hit: at the highest dose activity change, negative = inhibition, actives largely listed as inhibitors | Chromobox protein homolog 1 (Homo sapiens), P83916 | 390,000 compounds, 0.56% hits; note: nearly all actives have a fitted effect of over 70% in size; inactives centre near 23
Target sequence (P83916 whole entry, looked up): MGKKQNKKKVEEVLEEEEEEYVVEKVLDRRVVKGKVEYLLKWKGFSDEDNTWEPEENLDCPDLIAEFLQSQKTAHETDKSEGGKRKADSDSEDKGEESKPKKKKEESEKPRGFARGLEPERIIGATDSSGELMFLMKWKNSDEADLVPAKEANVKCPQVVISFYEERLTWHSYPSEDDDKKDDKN
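HP1-beta protein (50 nM final) preincubated 30 min at room temperature with biotinylated H3(1-18)K9me3 peptide (50 nM) in PBS pH 7.4, 0.01% Tween-20, then compound added for 30 min. AlphaScreen streptavidin donor/nickel chelate acceptor beads (10 ug/mL final), 30 min dark, luminescence read.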
G9a block: qHTS Assay for Inhibitors of Histone Lysine Methyltransferase G9a; Histone-lysine N-methyltransferase EHMT2 (Homo sapiens), Q96KQ7; G9a H3K9 monomethylation, AlphaScreen, 2 h; Potency, µM (doses to about 102 µM), for inactives: at the top dose activity, negative = inhibition, usual class: inhibitors; 350,000 compounds, 8.8% hits; AID 504332, 2011; note: % is set by controls: 0 for no effect and ±100 for the full control effect; nearly all actives have a fitted effect of over 75% in size
Target sequence (Q96KQ7 913-1193 limits assumed): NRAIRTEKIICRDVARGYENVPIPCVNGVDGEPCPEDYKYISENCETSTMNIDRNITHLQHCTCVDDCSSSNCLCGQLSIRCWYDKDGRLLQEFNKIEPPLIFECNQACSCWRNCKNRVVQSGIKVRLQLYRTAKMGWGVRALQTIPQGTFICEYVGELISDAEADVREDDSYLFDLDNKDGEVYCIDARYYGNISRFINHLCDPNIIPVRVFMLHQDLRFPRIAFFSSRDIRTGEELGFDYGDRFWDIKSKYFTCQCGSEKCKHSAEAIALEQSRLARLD
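Quantitative HTS format: methyltransferase activity on a biotin-tagged H3K9 peptide is measured by AlphaScreen, using a rabbit anti-monomethyl-H3K9 antibody with streptavidin donor and anti-IgG acceptor beads. Final levels are 20 nM enzyme, 500 nM peptide, 20 uM SAM; 2 h RT.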
GLS inhibitor: qHTS for Inhibitors of Glutaminase (GLS); Glutaminase kidney isoform, mitochondrial (Homo sapiens), O94925; GLS enzymatic activity, qHTS titration; Potency, µM (top dose mostly 45.5 µM), for the others: at the top dose activity change, negative = inhibition, usual class: inhibitors; 410,000 compounds, 0.21% hits; note: % is set by controls: 0 for no effect and ±100 for the full control effect
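Enzyme dispensed in phosphate buffer (45 mM, pH 8.2, 0.02% Tween-20), compounds pinned in, then 1 mM L-glutamine solution and the glutamate oxidase–HRP–Amplex Red mix added; fluorescence read immediately and again after 30 min at room temperature.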
PGK inhibitor: qHTS Assay to Find Inhibitors of Phosphoglycerate Kinase. PGK/GAPDH coupled, Kinase-Glo luminescence, 60 min. Potency, µM (highest dose often 57.5 µM), for the others: at the top dose activity change, negative = inhibition, actives largely listed as inhibitors. 380,000 compounds, 0.043% hits. AID 602233, 2012; note: % is set by controls: 0 for no effect and ±100 for the full control effect; nearly all actives have a fitted effect of over 60% in size
Target sequence (P07378 whole entry, looked up): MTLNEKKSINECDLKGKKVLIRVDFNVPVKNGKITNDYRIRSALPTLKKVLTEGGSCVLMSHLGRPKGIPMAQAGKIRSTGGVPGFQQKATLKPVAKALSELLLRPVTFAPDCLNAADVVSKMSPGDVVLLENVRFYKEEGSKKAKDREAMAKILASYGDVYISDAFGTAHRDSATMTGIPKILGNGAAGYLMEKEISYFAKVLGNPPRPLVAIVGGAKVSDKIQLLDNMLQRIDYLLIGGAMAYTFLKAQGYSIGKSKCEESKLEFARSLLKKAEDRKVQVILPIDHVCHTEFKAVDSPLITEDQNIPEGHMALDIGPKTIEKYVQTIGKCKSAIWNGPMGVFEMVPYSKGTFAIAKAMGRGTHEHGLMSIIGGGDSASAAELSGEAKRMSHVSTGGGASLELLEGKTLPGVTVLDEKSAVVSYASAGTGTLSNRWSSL
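Luminescent ATP detection (Kinase-Glo Plus) follows a 60-minute room-temperature incubation, with wells lacking PGK as controls. Buffer: 100 mM TEA (pH 7.6), 5 mM MgCl2, 0.01% Tween-20. Coupling enzyme GAPDH (100 nM final) supplies unstable 1,3-BPG in-well.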
BAZ2B inh: qHTS Assay for Inhibitors of BAZ2B | Bromodomain adjacent to zinc finger domain protein 2B (Homo sapiens), Q9UIF8 | AlphaScreen BAZ2B-H3K14Ac peptide displacement | Potency, µM (highest dose often 114 µM), without a hit: at the top dose activity change, negative = inhibition, most hits filed as inhibitors | 360,000 compounds, 4.4% hits | AID 504333, 2011; note: % is set by controls: 0 for no effect and ±100 for the full control effect; nearly all actives have a fitted effect of over 60% in size
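Protein-peptide AlphaScreen: BAZ2B 50 nM, b-H3K14Ac 50 nM, 1x PBS pH 7.4 + 0.01% Tween-20. Preincubation 30 min RT; cpd 30 min RT (top 110 uM); beads 20 min RT, light-protected.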
BLM inh: qHTS Assay for Inhibitors of Bloom's syndrome helicase (BLM); RecQ-like DNA helicase BLM (Homo sapiens), P54132; Potency, µM (titrated, usually from 56.1 µM), for the others: at the highest dose activity change, negative = inhibition, actives largely listed as inhibitors; 350,000 compounds, 0.2% hits; recombinant BLM DNA unwinding, fluorescence dequenching;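 note: plate controls were vehicle for no effect and no enzyme for full effect; nearly all actives have a fitted effect of over 35% in size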
JMJD2A Tudor: qHTS Assay for Inhibitors of JMJD2A-Tudor Domain | 390,000 compounds, 4.4% hits | AlphaScreen JMJD2A-Tudor / H3K4me3 peptide binding | Potency, µM (doses to about 114 µM), for the others: at the top dose activity change, negative = inhibition, usual class: inhibitors | Lysine-specific demethylase 4A (Homo sapiens), O75164; note: % is set by controls: 0 for no effect and ±100 for the full control effect; nearly all actives have a fitted effect of over 50% in size
Pin1 inhibitor: qHTS Assay to Find Inhibitors of Pin1 | Peptidyl-prolyl cis-trans isomerase NIMA-interacting 1 (Homo sapiens), Q13526 | Pin1 FP peptide displacement, HiFluor488, 10 min | Potency, µM (doses to about 115 µM), without a hit: top-dose activity, negative = inhibition, hits mostly inhibitors | 390,000 compounds, 0.009% hits | AID 504891, 2011; active = well fitted inhibition curve with a large enough effect in the polarisation, with a control signal flat, not every such curve was filed as active; inconclusive = small, poorly fitted or top-dose-only effect, or effect the other way, or a change in a side signal; inactive = no such curve, though single readings can be large or run the other way; the % refers to the polarisation; note: % is set by controls: 0 for no effect and ±100 for the full control effect
Target sequence (Q13526 whole entry, looked up): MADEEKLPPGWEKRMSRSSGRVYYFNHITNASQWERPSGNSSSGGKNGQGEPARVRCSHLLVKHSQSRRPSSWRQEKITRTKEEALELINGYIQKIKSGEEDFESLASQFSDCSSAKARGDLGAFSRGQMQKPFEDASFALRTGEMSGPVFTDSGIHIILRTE
Pol iota inh: qHTS for Inhibitors of Polymerase Iota | DNA polymerase iota (Homo sapiens), Q9UNA4 | Pol iota fluorescent replication assay, 10 min | Potency, µM (series often up to 115 µM), for the others: top-dose activity, negative = inhibition, most hits filed as inhibitors | 390,000 compounds, 1% hits | AID 588590, 2011
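Pol iota at 10 nM preincubated 15 min with compounds at room temperature; reaction started with fluorescent substrate, 50 nM final. Fluorescence read kinetically at 0 and 10 min; buffer-only wells as negative control.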
* = called active by the depositor; i = inactive; ? = inconclusive; / = not tested or not shown; & = joins results of further samples; [ ] = another dose, or the depositor's remark. Unless noted, calls come from the whole dose curve; as a rule, active = well fitted curve in the direction sought with a large enough effect; inconclusive = small, poorly fitted or top-dose-only effect, or another doubt; inactive = no such curve, though single readings can be large; an effect the other way counts as inactive or inconclusive. Potency is the fitted concentration of half-maximal effect.

SMILES	HP1b chromo inh	G9a block	GLS inhibitor	PGK inhibitor	BAZ2B inh	BLM inh	JMJD2A Tudor	Pin1 inhibitor	Pol iota inh
Cc1ccc(C(=O)NC2CCN(CCCC(=O)c3ccc(F)cc3)CC2)cc1	18%	23%	15%	-4%	?	2%	-14%	-1%	84%[activator]
COc1cccc(Oc2ccc(C(F)(F)F)cc2N)c1	98%[activator]	50%[activator][59 µM]	2%	-1%	112%[activator]	-13%	26%	?	?
CCc1cc(=O)oc2cc(OCC(=O)N3CC[C@@]4(O)CCCC[C@H]4C3)ccc12	13%	2%[12.7 µM]	6%	-2%	3%	-1%	-18%	-8%	-4%
COc1ccc2c(c1)c(C(=O)N/N=C/c1ccc(Cl)cc1)c(C)n2C	18%	9%	-5%	1%	-14%	-2%	1%	?	43%[activator]
COc1ccc(-n2nc3ccc(NC(=O)COc4ccc(C)c(C)c4)cc3n2)cc1	34%	?	4%	2%	-8%	-2%	5%	-2%	61%[activator]
Cc1ccc(C)c(S(=O)(=O)N=Nc2c(O)[nH]c3ccccc23)c1	27%	8.9µM*	-18%	-7%	-27%	-2%	-15%	1%	129%[activator]
Clc1ccc(-c2nnc(NC3=NCCCCC3)o2)cc1	32%[activator]	10%[59 µM]	4%	-7%	10%	-11%	2%	3%	23%
Cc1oc(C)c(C(=O)Nc2ccc(CC(=O)O)cc2)c1C(=O)Nc1ccc(CC(=O)O)cc1	51%[activator]	-7%[12.7 µM]	0%	4%	-26%	1%	-12%	-2%	11%
CCCCNC(=O)Oc1ccc(C(=O)N2c3ccccc3NC(=O)C2C)cc1 (configuration not stated)	23%	26%	3%	/	8%	-3%	-8%	0%	-32%
O=C(NCC(O)c1ccccc1)c1ccccc1 (configuration not stated)	9%	/	1%	7%	-2%	-1%	-9%	2%	7%[58.9 µM]
O=C1CCC(C(=O)N2CCCCO2)CN1Cc1ccc(Cl)cc1 (configuration not stated)	38%	2%	4%	-7%	-5%	-5%	5%	-1%	11%
O=C(NCCN1CCCc2ccccc21)C1CCC(=O)N(CCc2ccccc2)C1 (configuration not stated)	3%	/	0%	11%	?	-1%	-12%	-7%	20%
O=c1c2cc(F)ccc2sn1-c1ccccc1	1%	0%[0.501 µM]	7.1µM*	1%	10µM*	/	8.9µM*	1%	-13%
COc1ccc(C(CC(=O)NCc2ccccc2)N2Cc3ccccc3C2=O)cc1 (configuration not stated)	69%[activator]	8%[59 µM]	-8%	-10%	1%	-1%	-12%	1%	20%
Cc1c(C#N)sc(C(N)=O)c1C	49%[activator]	12%	7%	16%	-6%	2%	-8%	-15%	-4%
O=C(COc1ccc(Br)cc1)N1CCC(c2ccccc2)C1 (configuration not stated)	31%	1%[12.7 µM]	2%	2%	47%[activator]	-7%	12%	9%	-2%
C=CCN(CC=C)CC(=O)Nc1cccc(Oc2cnccn2)c1	37%	-1%	3%	0%	0%	-3%	-12%	0%	0%
C[n+]1ccc(C(=O)Nc2ccccc2Cl)cc1	-2%	25µM*	-1%	-3%	?	2%	?	-18%	-2%
CSc1ccccc1OCc1cc(C(=O)NCC(C)(C)N2CCOCC2)no1	23%	20%	10%	-3%	-19%	-4%	-17%	-4%	19%
OC(CC#CCN1CCOCC1)(c1ccccc1)c1ccccc1	34%	?	0%	i	-3%	-6%	-9%	-4%	22%
CCOC(=O)c1nc(Nc2ccc(C(=O)OCC(C)C)cc2)c2ccccc2n1	38%	4%[59 µM]	1%	/	-1%	-11%	-4%	15%	28%
Cc1ccc(OCC(=O)Nc2ccccc2C(N)=O)cc1	25%	-9%[0.501 µM]	13%	-9%	10%	-3%	-10%	-2%	23%
N#Cc1ccc(Oc2ccc(NC(=O)C3CC=CCC3C(=O)O)cc2)cc1 (configuration not stated)	34%	12%	-7%	i	2%	-3%	-13%	-6%	34%[activator]
COc1nc(Nc2ccc(C(C)C)cc2)nc(OC)n1	26%	-5%[59 µM]	-5%	/	5%	4%	-6%	-2%	2%
CCC(C(=O)OC)n1cnc2c(nnn2-c2ccc(OC)cc2)c1=O (configuration not stated)	14%	-22%	1%	-3%	7%	-5%	-10%	2%	26%
O=C(NCc1ccccc1)c1ccccc1OCC(=O)N1CCCCC1	21%	7%[59 µM]	15%	2%	10%	-1%	-25%	7%	10%
CCOc1ccc(NC(=O)c2ccc(NS(=O)(=O)c3cccc4cccnc34)cc2)cc1	48%[activator]	/	-15%	-10%	/	/	-11%	6%	11%
CCOC(=O)CSC1=Nc2ccccc2C2=NC(CCC(=O)NCc3ccc(OC)cc3)C(=O)N12 (configuration not stated)	11%	18%[59 µM]	33%[activator]	-1%	-1%	3%	-17%	-3%	-16%
COc1ccc(-c2nn(-c3ccccc3)cc2/C=C(/C#N)C(N)=O)cc1[N+](=O)[O-]	26%	32%[59 µM]	0%	-5%	-2%	-1%	-9%	84%[activator]	61%[activator]
COc1ccc(C(=O)C[n+]2ccc3ccccc3c2C)cc1	32%	-8%	1%	1%	-18%	2%	-8%	-10%	100%[activator]
COc1cc(OC)c(NC(=O)CSCc2nc(-c3ccc(OC)c(OC)c3)no2)cc1Cl	42%[activator]	6%[59 µM]	-2%	-9%	0%	2%	-12%	10%	21%
Cc1ccc(NC(=O)CN2C(=O)CCc3cc(S(=O)(=O)N4CCOCC4)ccc32)cc1N(C)C	-19%	-40%[59 µM]	14%	-7%	?	-2%	?	-1%	48%[activator]
O=C(CN1CCSC1=NCc1ccccc1)c1ccccc1	36%	14%[59 µM]	-6%	-11%	-19%	-2%	-10%	-5%	74%[activator]
O=C(Cc1ccccc1)N1CCN(C(=O)c2ccco2)CC1	29%	4%[59 µM]	-2%	2%	3%	-10%	-4%	-11%	4%
Cn1c(=O)n(C)c2cc(NS(=O)(=O)c3ccccc3[N+](=O)[O-])ccc21	25%	?	24%	6%	?	-7%	-10%	1%	51%[activator]
Cc1cccc2sc(N(Cc3cccnc3)C(=O)C3CCCCC3)nc12	61%[activator]	-4%[59 µM]	-13%	-1%	12%	-8%	8%	12%	-9%
CCN(CC)c1ccc2cc(C(N)=O)c(=N)oc2c1	30%	-40%	0%	9%	2%	-1%	14%	?	88%[activator]
NC(=O)c1cnn(-c2cc(Oc3ccccc3)ncn2)c1N	59%[activator]	-2%	4%	13%	-15%	2%	6%	-3%	-13%
CC1(C)CC(=O)C(=CN2CCOCC2)C(=O)C1	48%[activator]	35µM*	19%	-5%	-34%	-6%	1%	-13%	-18%
CC[C@H](C)C(=O)O[C@H]1CCC=C2C=C[C@H](C)[C@H](CC[C@@H]3C[C@@H](O)CC(=O)O3)[C@H]21	31%	-1%[59 µM]	1%	-1%	-28%&-12%	-8%&-7%	-23%	-5%	-6%
COc1ccc(-c2nc(SC)n(S(=O)(=O)c3ccccc3)n2)cc1	71%	8%[59 µM]	2%	-4%	6%	-8%	13%	18%	15%
COc1ccc(CN(CCC(c2ccco2)C(C)C)C(C)=O)cc1OC (configuration not stated)	43%[activator]	?	-7%	-8%	-7%	-2%	-3%	3%	?
C#CCOC(=O)Nc1cc(C)n(-c2ccccc2)n1	27%	1%	6%	6%	-16%	-1%	-10%	1%	-16%
COC(=O)c1ccc(Cl)cc1NC(=O)NCc1c(-n2cccc2)sc2c1CCCC2	35%	-50%[59 µM]	0%	i	-12%	-3%	-11%	-1%	51%[activator]
COC(=O)CCn1nc(-c2ccc(Cl)cc2)c2ccccc2c1=O	32%[activator]	13%	-2%	-5%	3%	-5%	-5%	-6%	-22%
Nc1nc2c(F)c(F)c(F)cc2s1	3%	18µM*	7%	1%	-2%	-3%	-14%	-10%	-1%
COc1cc2c(c3ccccc13)CCCC2=O	104%[activator]	/	-5%	-9%	/	/	24%	-8%	-3%
COc1ccccc1CNS(=O)(=O)c1ccc2c(c1)CC(C)N2C(=O)C1CCC1 (configuration not stated)	24%&30%	-7%[59 µM]	-2%&2%	-10%&-5%	-34%&-2%	-2%&-4%	-4%&-20%	?	-23%&10%
CCCCCCC1CC(=O)NC(=S)N1 (configuration not stated)	43%[activator]	-18%	-1%	4%	-9%	0%	-7%	1%	59%[activator]
COCCN(C(=O)Cc1cccs1)c1nnc(-c2ccncc2)s1	5%	?	8%	6%	79µM*	-1%	-24%	10%	?

Additional entries
SMILES	HP1b chromo inh	G9a block	GLS inhibitor	PGK inhibitor	BAZ2B inh	BLM inh	JMJD2A Tudor	Pin1 inhibitor	Pol iota inh
Cc1ccc(NC(=O)c2cccc3c2C(=O)N(C2CCCCC2)C3)c(C)c1	27%&22%	-30%[59 µM]	3%&-2%	2%&8%	-15%	-6%&-3%	-12%&-6%	8%&-7%	-2%&-25%
O=C(Cc1cccs1)Nc1ccc([N+](=O)[O-])cc1	17%	/	-5%	-1%	-3%	-6%	-20%	3%	-7%
CCOC(=O)C(C(C)=O)C(c1ccc(OCCC(C)C)cc1)C(C(C)=O)C(=O)OCC (configuration not stated)	0%	?	24%	-8%	7%	0%	-4%	-4%	24%
Cc1nn(-c2ccccc2)c(OC(=O)c2ccccc2Cl)c1S(=O)(=O)c1ccccc1	16%	?	3%	i	?	0%	?	-5%	-4%
COc1ccc(CN(C)S(=O)(=O)c2nnc(NC(=O)c3ccccc3)s2)cc1OC	36%	15%[59 µM]	4%	-10%	-18%	-4%	-13%	18%	131%[activator]

Some of the compounds tested; count on the stated rates, not on these rows.
